NALP3 yeast inh – NALP3 inhibition in yeast; Yeast reconstituted NLRP3/ASC/caspase-1, beta-gal luminescence, 24 h; inhibition, % at 10 µM; actives 0.39% (n = 330,000); AID 2825;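 active = inhibition of 50% or more; inactive = inhibition below 50%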;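 also: plate controls were induced DMSO wells for no effect and uninduced yeast grown without galactose for full effect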
NR3A LBD binder – modulates the human NR3A ligand-binding domain. NR3A LBD differential scanning fluorimetry, Tm shift; 0% = protein alone, 100% = glycine-bound protein. Tm shift relative to glycine control, % at 25 µM. actives 2.5% (n = 340,000). AID 1259313;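 active = melting temperature shift of at least 10% of the positive control shift, at one fixed dose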
Mdm2 MdmX PPI – human Mdm2/MdmX binding inhibition; O15151+Q00987; SaOS-2 split-luciferase Mdm2/MdmX complementation, luminescence; inhibition, % at 8 µM; actives 3% (n = 330,000);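 active = inhibition of at least 50% at 8 µM in the primary screen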
Target sequence (O15151 whole entry, looked up): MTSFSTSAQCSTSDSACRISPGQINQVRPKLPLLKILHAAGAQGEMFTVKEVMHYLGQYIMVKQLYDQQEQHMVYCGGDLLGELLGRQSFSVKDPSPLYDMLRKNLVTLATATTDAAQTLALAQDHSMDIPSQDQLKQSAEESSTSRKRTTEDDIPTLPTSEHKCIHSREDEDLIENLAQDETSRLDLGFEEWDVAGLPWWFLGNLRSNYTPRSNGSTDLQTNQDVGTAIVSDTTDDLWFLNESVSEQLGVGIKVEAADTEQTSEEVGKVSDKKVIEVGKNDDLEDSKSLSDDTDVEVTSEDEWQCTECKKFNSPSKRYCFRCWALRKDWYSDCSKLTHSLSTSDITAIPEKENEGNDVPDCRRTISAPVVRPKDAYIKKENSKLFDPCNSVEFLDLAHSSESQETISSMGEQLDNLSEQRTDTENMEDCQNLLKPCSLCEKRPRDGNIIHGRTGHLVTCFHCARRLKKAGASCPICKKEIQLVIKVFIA
Target sequence (Q00987 whole entry, looked up): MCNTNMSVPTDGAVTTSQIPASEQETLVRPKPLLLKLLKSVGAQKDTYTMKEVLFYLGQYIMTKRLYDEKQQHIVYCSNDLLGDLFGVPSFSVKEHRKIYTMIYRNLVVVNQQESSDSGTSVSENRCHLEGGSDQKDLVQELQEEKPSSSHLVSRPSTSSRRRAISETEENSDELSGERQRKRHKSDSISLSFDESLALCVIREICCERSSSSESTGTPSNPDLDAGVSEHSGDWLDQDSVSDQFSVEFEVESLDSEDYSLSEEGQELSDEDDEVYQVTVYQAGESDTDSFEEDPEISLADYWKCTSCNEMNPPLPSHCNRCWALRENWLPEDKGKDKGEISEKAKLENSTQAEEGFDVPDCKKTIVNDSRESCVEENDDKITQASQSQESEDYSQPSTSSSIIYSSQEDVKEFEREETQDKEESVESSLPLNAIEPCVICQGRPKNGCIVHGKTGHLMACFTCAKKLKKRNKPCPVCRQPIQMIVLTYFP
UPR XBP1 act – activators of adaptive arm of unfolded protein response (XBP1). CHO-XBP1 luciferase reporter, IRE1-XBP1 UPR activation, luminescence; percent of tunicamycin response, DMSO as zero. activation, % at 20 µM. actives 0.33% (n = 330,000). AID 463104;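 active = versus positive control, 20 µM dose yields 30% or more activation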;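 also: 100% = tunicamycin at 10 µg/mL and 0% = DMSO only wells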
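Material: CHO cell line with stable XBP1 luciferase reporter; buffer or medium: F12 medium containing 10% fetal bovine serum; compound: single point, 20 µM final compound, 1% DMSO; incubation: 6 h treatment, 37 °C; measured by: glow luminescence from Steady-Glo reagent; evaluation: activation, % of tunicamycin; control set: tunicamycin high, DMSO low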
UPR CHOP act – apoptotic UPR (CHOP) activation; CHO-CHOP luciferase reporter, luminescence; percent of tunicamycin response over DMSO baseline; activation, % at 10 µM; actives 0.34% (n = 330,000);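 active = at 10 µM dose, activation of 40% or more, normalized to positive control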;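 also: 100% = tunicamycin at 10 µg/mL and 0% = DMSO alone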
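Evaluation: % reporter activation, DMSO baseline versus tunicamycin full activation; System: CHO-CHOP luciferase reporter cell line; Input: 500 cells/well; Incubation: 6 h compound treatment, 37 °C; Measured by: Steady-Glo luciferase luminescence; Dosing: one dose, 10 µM in 0.5% DMSO; Buffer or medium: F12 medium, 10% FBS; Benchmarks: positive tunicamycin 10 µg/mL, negative DMSO alone.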
tim23-1 inh – tim23-1 yeast growth inhibition. S. cerevisiae tim23-1 growth, BacTiter-Glo luminescence, 24 h. inhibition, % at 20 µM. actives 1.3% (n = 330,000);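 active = growth inhibition of the mutant yeast at or above 50%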;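 also: temperature-sensitive mutant grown at 25 °C; plate controls were DMSO-treated mutant yeast for no effect and medium wells lacking yeast for full effect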
TIM10 inh – growth inhibitors of TIM10 yeast strain; S. cerevisiae TIM10 strain growth, BacTiter-Glo luminescence, 24 h; inhibition, % at 10 µM; actives 1.4% (n = 330,000);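 active = inhibition of 40% or more at the single tested concentration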;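 also: wild-type TIM10 isogenic control strain grown at permissive 25 °C; 0% = DMSO yeast wells and 100% = minimal medium wells without yeast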
APJ ag – agonists of human APJ apelin receptor. P35414. CHO-K1 APJ PathHunter beta-arrestin, luminescence; 0% DMSO wells, 100% apelin. actives 0.11% (n = 330,000). AID 2520. activation, % at 20 µM;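 active = activation more than six SD over the plate average, tested at 20 µM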;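 also: 0% = DMSO alone and 100% = apelin-13 at 10 nM; some results filed as inactive read as strong as hits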
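system = engineered CHO-K1 APJ arrestin reporter cells | input = 1000 cells per well | timing = overnight seeding, 90 min compound at 25 °C, 1 h detection | measured by = enzyme-fragment complementation luminescence | read-out = beta-arrestin recruitment to APJ as agonist activity, luminescent signal | control set = negative DMSO alone, positive Apelin-13 at 10 nM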
tim10-1 inh – tim10-1 yeast growth inhibition. S. cerevisiae tim10-1 ts strain growth, BacTiter-Glo, 24 h. inhibition, % at 20 µM. actives 2.2% (n = 330,000);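 active = inhibition of at least 40%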;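 also: mutant grown at 25 °C; 0% = DMSO wells with yeast and 100% = wells holding no yeast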
* marks the source's active call; other numbers are inactive results; / = not tested or not shown.

Under each structure – NALP3 yeast inh	NR3A LBD binder	Mdm2 MdmX PPI	UPR XBP1 act	UPR CHOP act	tim23-1 inh	TIM10 inh	APJ ag	tim10-1 inh
#1 CCCCn1c(N)c(N(CC(C)C)C(=O)c2cc(S(=O)(=O)N3CCCCC3)ccc2C)c(=O)[nH]c1=O
    4	0	15	-1	2.9	18	7	-7	15
#2 CCOC(=O)c1sc(N2N=C(C)C(N=Nc3cccc(C)c3)C2=O)nc1C (stereo not drawn)
    16	-6	33	-1	0.9	7	-5	-7	12
#3 O=C(NCc1ccco1)C1CCCN(c2ncnc3c2nc2n3CCCCC2)C1 (stereo not drawn)
    -4	-1	-9	-2	-0.9	8	4	-2	35
#4 COc1cc(CNC(C)C23CC4CC(CC(C4)C2)C3)ccc1OCC(=O)NC(C)(C)C (stereo not drawn)
    6	2	32	-1	0.8	14	23	-1	34
#5 CC1CCN(C(C)C(=O)Nc2ccccc2-c2ccccc2)CC1 (stereo not drawn)
    16	0	7	1	-0.4	5	-10	-2	16
#6 COc1cccc(/C=N/NC(=O)c2[nH]c(C)c(C(=O)N/N=C/c3cccc(OC)c3)c2C)c1
    12	-15	25	1	4.0	6	-1	2	20
#7 COc1ccc(C(=O)NC(C(=O)NCc2ccccc2OC)C(C)C)cc1 (stereo not drawn)
    22	1	-6	-2	-0.6	7	-2	-2	-8
#8 Cc1ccc(CNC(=O)CN2C(=O)COc3ccc(S(=O)(=O)N4CCCCC4)cc32)o1
    -3	-1	-1	-6	0.6	-10	-8	-3	4
#9 O=C(CCCc1nc(-c2ccccc2Cl)no1)N1CCOCC1
    -4	0	-38	-3	0.5	9	-1	-1	5
#10 O=C(C1CC(=O)N(c2ccc(F)cc2)C1)N1CCN(c2ccccc2)CC1 (stereo not drawn)
    -1	0	6	-6	1.1	2	-1	3	10
#11 CCC1(C)Cc2c(sc3nc(NC)n(C)c(=O)c23)CO1 (stereo not drawn)
    22	4	8	6	0.6	15	8	-3	11
#12 CCOC(=O)CC1Sc2ccccc2NC1=S (stereo not drawn)
    23	-1	-7	2	0.9	27	21	1	19
#13 NC(=O)c1ccc(C(=O)N/N=C(/Cc2ccccc2)c2ccccc2)cc1
    -29	2	31	-6	3.0	13	1	7	-3
#14 COc1ccc(/C(C)=N/OC/C(O)=C(\C#N)c2nc3ccccc3[nH]2)cc1OC
    27	-2	5	-2	-1.3	12	-15	-6	-7
#15 C=CCNC(=S)N1CCN(S(=O)(=O)c2ccc(C)cc2)CC1
    1	2	22	-2	1.1	9	-1	-3	17
#16 CCc1ccccc1NC(=O)COC(=O)C1C2CC3OC(=O)C1C3C2 (stereo not drawn)
    3	1	-21	-5	-2.9	14	-4	0	12
#17 CC1(C)Oc2ccc(NC(=O)C3COc4ccccc4O3)cc2O1 (stereo not drawn)
    12	-1	-193	2	1.7	15	2	-2	29
#18 COc1ccc2cc(/C=N/O)c(Cl)nc2c1
    13	1	-9	3	3.2	-2	5	-3	12
#19 CN(C(=O)COC(=O)C12CC3CC(CC(Cl)(C3)C1)C2)c1ccccc1
    -6	1	26	-2	0.8	56*	26	-3	23
#20 O=C(COc1ccccc1Cl)NCC(c1cccs1)N1CCOCC1 (stereo not drawn)
    19	-1	15	-1	-0.4	9	-12	-3	6

Shown with one line to a screen: part of the list above
#7 COc1ccc(C(=O)NC(C(=O)NCc2ccccc2OC)C(C)C)cc1 (stereo not drawn)
#8 Cc1ccc(CNC(=O)CN2C(=O)COc3ccc(S(=O)(=O)N4CCCCC4)cc32)o1
#9 O=C(CCCc1nc(-c2ccccc2Cl)no1)N1CCOCC1

compound no.	7	8	9
NALP3 yeast inh	22	-3	-4
NR3A LBD binder	1	-1	0
Mdm2 MdmX PPI	-6	-1	-38
UPR XBP1 act	-2	-6	-3
UPR CHOP act	-0.6	0.6	0.5
tim23-1 inh	7	-10	9
TIM10 inh	-2	-8	-1
APJ ag	-2	-3	-1
tim10-1 inh	-8	4	5

Going on with the list:
Under each structure – NALP3 yeast inh	NR3A LBD binder	Mdm2 MdmX PPI	UPR XBP1 act	UPR CHOP act	tim23-1 inh	TIM10 inh	APJ ag	tim10-1 inh
#21 COC(=O)c1ccccc1NC(=O)NCc1ccncc1
    25	-1	-34	-9	-2.4	8	2	-2	6
#22 Cc1nc2ccc(F)cc2cc1C(=O)NC(C)C
    0	0	7	0	0.1	10	-8	10	12
#23 COc1ccc(C2c3ccc(O)cc3Oc3ncn(Cc4ccccc4)c(=N)c32)cc1OC (stereo not drawn)
    12	1	18	1	0.0	18	0	2	8
#24 CCc1ccc(NC(=O)c2cnc3n(c2=O)CCS3)cc1
    18	1	-122	0	3.4	12	9	-1	18
#25 Cc1occc1C(=O)N/N=C/c1ccc(Cl)c([N+](=O)[O-])c1
    8	-6	-1	2	3.8	-5	-7	-2	-27
#26 COc1cc2[nH]c(=O)n(CCC(=O)N3CCN(Cc4ccccc4)CC3)c(=O)c2cc1OC
    -4	-1	19	-2	-0.7	6	2	-2	5
#27 Cc1[nH]c(SCC(=O)Nc2cc(C(N)=O)cc(C(N)=O)c2)nc1Cc1ccccc1
    -10	0	31	-2	2.9	17	-5	-5	0
#28 Cc1nc2ccccn2c1/C(O)=C1\C(=O)C(=O)N(CCCN(C)C)C1c1ccc(F)cc1 (stereo not drawn)
    0	/	10	0	1.9	-12	5	-1	-18
#29 O=C(COc1ccc(Cl)cc1)NNC(=O)CSc1nncs1
    7	1	7	-2	1.2	15	-7	-1	-12
#30 O=c1cc(N2CCOCC2)[nH]c(=O)n1-c1ccc(Br)cc1
    16	-1	23	0	0.1	-10	2	-2	-4
#31 CN(C)c1ccc(C(CC(=O)O)NC(=O)c2ccc(Cl)cc2)cc1 (stereo not drawn)
    12	5	6	1	-1.8	-1	-8	-3	3
#32 CCn1c(SCC(=O)NCc2ccc(C)cc2)nnc1-c1ccncc1
    7	1	23	-2	1.0	19	4	-5	18
#33 O=C(N=C1SC2CS(=O)(=O)CC2N1c1ccccc1)C1CC1 (stereo not drawn)
    6	-1	11	1	-0.1	-12	1	1	1
#34 COC(=O)CCN(C(=O)c1cc(OC)c(OC)c(OC)c1)c1ccccn1
    8	0	2	3	0.9	8	3	1	-1
#35 COc1ccc(N2CCN(C(CNC(=O)c3ccc4c(c3)OCO4)c3ccco3)CC2)cc1 (stereo not drawn)
    21	1	-4	-1	0.7	16	10	-6	12
#36 CC(C)N(CC#CCC(O)(c1ccccc1)c1ccccc1)C(C)C
    -1	-3	32	-2	-0.8	7	-2	0	6
#37 CCCCCn1c2nc3ccccc3nc2c2c(=O)n(CC(C)C)cnc21
    9	2	2	-3	1.5	-2	0	-1	18
#38 CC(C)NCC(O)(c1ccc(Cl)cc1)c1ccc(Cl)cc1
    12	0	7	-1	1.6	-6	1	-3	3
#39 Cc1csc(CN(C)C(=O)c2cn(Cc3cccc4ccccc34)nn2)n1
    30	1	14	-5	3.6	23	4	9	12
#40 COc1ccccc1-c1cc(C(=O)Nc2cc(C)nn2-c2ccccc2)no1
    -7	-1	57*	1	0.2	12	-6	2	11
#41 CCCCOc1ccc(C(=O)N2CCCC2C(=O)O)cc1 (stereo not drawn)
    29	0	21	1	-1.8	7	-3	-3	0
#42 O=C(O)Cn1ccc2ccccc21
    5	-2	-40	0	2.5	4	9	1	1
#43 O=C(NCc1cccc(C(F)(F)F)c1)C1CC(c2c(Cl)cccc2Cl)=NO1 (stereo not drawn)
    16	-6	37	-1	-0.2	28	-9	-3	26
#44 COC(=O)C1CN(C(=O)c2ccc(OC(F)F)cc2)c2ccccc2O1 (stereo not drawn)
    11	-2	-6	-2	0.1	10	-14	-1	15
#45 Cc1ccccc1C(=O)c1c[nH]c(C(=O)NCCCn2ccnc2)c1
    10	1	19	-4	0.9	-14	-36	0	-38
#46 CN1CCCN(C(=O)CNC(=O)c2ccccc2Br)CC1
    15	0	-33	-1	0.5	11	9	0	17
#47 COc1ccc(NC(=O)Cn2c(=O)n(-c3ccc(OC)cc3OC)c(=O)c3c(C)c(C)sc32)cc1
    -6	-5	-4	-3	-0.9	5	-2	-6	-7
#48 Cc1ccc2c(c1)cc(CN(Cc1ccco1)S(=O)(=O)c1ccccc1)c1nnnn12
    11	2	-12	0	6.7	5	17	-2	15
#49 Cc1ccc(NC(=O)c2cn(-c3cccc(C)n3)cn2)cc1
    24	-27	-110	5	6.3	6	-1	-2	-8
#50 COc1cc2[nH]c(=S)n(Cc3cccs3)c(=O)c2cc1OC
    6	1	-10	-1	2.1	-17	3	0	23
#51 O=C(COC(=O)c1ccc2c(c1)OCCO2)NC1CCCCC1
    15	1	-4	4	1.1	13	4	-5	16
#52 Cc1cc(Nc2nc3ccccc3nc2Cl)n(-c2ccc([N+](=O)[O-])cc2)n1
    27	-3	96*	1	0.6	14	-14	-12	-9
#53 Cc1ccc(C2=NOC(C)(c3nnc(-c4ccc(F)cc4)o3)C2)cc1 (stereo not drawn)
    43	0	2	-3	-0.7	20	-5	1	-5
#54 CCc1nnc(NC(=O)C2CCCN2C(=O)Nc2ccccc2OC)s1 (stereo not drawn)
    -7	0	32	0	-0.9	-9	-14	-7	11
#55 COc1ccc(C)cc1NC(=O)COCC(=O)O
    0	-2	14	0	-1.4	-6	7	-4	8
#56 CC(NC(=O)c1cc(=O)[nH]c2ccccc12)c1ccc(F)cc1F (stereo not drawn)
    5	-1	-17	3	-2.0	-8	2	0	10
#57 CCCNC(=O)CC1Sc2ccccc2NC1=O (stereo not drawn)
    9	2	-4	1	0.5	3	-2	-3	2
